Screens (PubChem)
12-LOX inh: Primary qHTS assay for inhibitors of human arachidonate 12S-lipoxygenase (ALOX12): Round 2; AID 1671190, 2021; purified 12hLO, xylenol orange hydroperoxide absorbance; 1.1% of 580,000 active; Potency, µM (series often up to 108 µM), without a hit: at the top dose activity change, negative = inhibition, actives largely listed as inhibitors; active = well fitted inhibition curve with a large enough effect; inconclusive = small, poorly fitted or top-dose-only effect, or another doubt; inactive = no such curve, though single readings can be large or run the other way
Target sequence (P18054 whole entry, looked up): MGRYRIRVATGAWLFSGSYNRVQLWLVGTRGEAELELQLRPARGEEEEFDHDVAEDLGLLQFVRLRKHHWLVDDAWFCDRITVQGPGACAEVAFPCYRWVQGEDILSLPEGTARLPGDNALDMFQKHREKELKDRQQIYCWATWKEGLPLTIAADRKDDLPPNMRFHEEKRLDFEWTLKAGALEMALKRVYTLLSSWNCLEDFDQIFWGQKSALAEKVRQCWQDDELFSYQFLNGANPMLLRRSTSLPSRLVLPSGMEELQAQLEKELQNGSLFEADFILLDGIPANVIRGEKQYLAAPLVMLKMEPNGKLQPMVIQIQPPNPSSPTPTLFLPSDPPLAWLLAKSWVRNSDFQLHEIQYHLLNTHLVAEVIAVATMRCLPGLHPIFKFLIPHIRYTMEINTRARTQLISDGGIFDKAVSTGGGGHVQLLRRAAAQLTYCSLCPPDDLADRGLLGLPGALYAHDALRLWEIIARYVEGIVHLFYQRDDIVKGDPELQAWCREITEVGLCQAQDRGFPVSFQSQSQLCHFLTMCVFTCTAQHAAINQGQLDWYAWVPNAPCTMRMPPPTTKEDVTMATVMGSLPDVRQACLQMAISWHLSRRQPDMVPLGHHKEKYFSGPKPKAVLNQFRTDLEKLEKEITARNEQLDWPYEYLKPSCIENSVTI
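Hydroperoxide product was detected by ferrous iron/xylenol orange as the 573 to 405 nm absorbance ratio. Arachidonic acid at 40 uM (final) was turned over for 30 min at room temperature by 150 nM human 12hLO, pH 7.0 Hepes buffer, after 15 min compound preincubation.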
* marks the source's active call; other numbers are inactive results; ? = inconclusive; [ ] = remark or other dose. % is scaled to controls: 0 for no effect and ±100 for the full control effect; potency is read from the fitted curve at half-maximal effect. These rows are one share of the data; the hit share may differ from the screen's.

SMILES	12-LOX inh
Cc1ccc(C(=O)NCc2nnc3c(-c4nc(C(C)C)no4)cccn23)cc1C	61%[activator]
O=C([C@@H]1C[C@H](F)CN1C(=O)c1ccccc1OC(F)(F)F)N1CCCCC1	9%
CC1(C)[C@H]2CC[C@]3(C)[C@@H](C(=O)C=C4[C@@H]5C[C@@](C)(C(=O)O)CC[C@]5(C)CC[C@]43C)[C@@]2(C)CC[C@@H]1O	-8%[57.4 µM]
COc1cc(NC(=S)N[C@H]2CO[C@H]3[C@@H]2OC[C@@H]3n2nnnc2Oc2ccc(-n3cncn3)cc2)cc(OC)c1	16%
Cc1ccc(OC2CCN(Cc3ccncc3)CC2)c(C(=O)N(C)C2CCOCC2)c1	60%[activator]
CN1CC2(CCCN(C(=O)c3conc3-c3ccccc3)CC2)OC1=O (stereo unspecified)	19%
CC1=C[C@@H](CNC(=O)c2cccc(F)c2)[C@H](C(C)C)C[C@H]1CC(=O)NCc1cccnc1	5%
C[C@H](C(=O)N(C)CCC#N)C1CC[C@@]2(C)Cc3sc(NC(=O)c4cccn4C)nc3[C@@H](C)[C@@H]2[C@H]1O (stereo partly specified)	?
Cc1cc(C)c(S(=O)(=O)N2CCC(C)(c3noc(C)n3)CC2)c(C)c1	6%
Cc1ccc2nc([C@H]3CCN(Cc4ccc(C(F)(F)F)cc4)C3)[nH]c2c1	?
O=C(C1CCCCC1)N1C[C@@H](CO)[C@H](c2nc(-c3ccncc3)no2)C1	41%[activator]
COCCNC(=O)[C@@H]1C[C@H](Oc2cccnc2)CN1C(=O)c1ccc(OC)cc1	8%
CCC[C@H]1[C@@H](NS(=O)(=O)c2c(C)cc(C)cc2C)CC[C@@]23CCCN2C(=O)CCC[C@@H]13	1%
CC(=O)N1CCC(N2CC[C@H](CO)[C@H](NC(=O)C3CC3)C2)CC1	17%
CCN1CC(NC(=O)c2cccc(S(=O)(=O)N(C)CCO)c2)CC1=O (stereo unspecified)	59%[activator]
CN(Cc1cccc2cnccc12)C(=O)c1cn(Cc2ccccc2F)nn1	32%[activator]
COc1cc(CN2CCN(Cc3ccc(-n4cccn4)cc3C)CC2CCO)cc(OC)c1 (stereo unspecified)	11%
COc1cccc(CN2C(=O)CCCCC2C(=O)NC2CCCCCC2)c1 (stereo unspecified)	9%
CCc1ccc(N2CC(c3noc(-c4ccco4)n3)CC2=O)cc1 (stereo unspecified)	-7%
CC(=O)Nc1ccc(NC(=O)Cn2cccc2-c2nc(-c3ccccc3)no2)cc1	6%
CN(C)c1cccc(C(=O)N2CCC(c3n[nH]c(=O)n3-c3ccccc3)CC2)c1	-26%
CC1(COc2cccnc2)COc2ccc(C(=O)Nc3ccc4[nH]ccc4c3)cc2N1 (stereo unspecified)	-20%[176 µM]
Cc1cc(Br)c2nc(-c3cccc(Br)c3)c(Cc3cccc(Cl)c3)n2c1	?
CC(C)C(=O)N1CCC(COc2ccc3c(cnn3CC[S+](C)(=O)[O-])c2)CC1	0%[176 µM]
CCNC(=O)N1CC(Oc2cccc(-c3nc(C)no3)c2)C1	23%

Sorted by length of the SMILES (highest first): part of the list above.
SMILES	12-LOX inh
CC1(C)[C@H]2CC[C@]3(C)[C@@H](C(=O)C=C4[C@@H]5C[C@@](C)(C(=O)O)CC[C@]5(C)CC[C@]43C)[C@@]2(C)CC[C@@H]1O	-8%[57.4 µM]
C[C@H](C(=O)N(C)CCC#N)C1CC[C@@]2(C)Cc3sc(NC(=O)c4cccn4C)nc3[C@@H](C)[C@@H]2[C@H]1O (stereo partly specified)	?
COc1cc(NC(=S)N[C@H]2CO[C@H]3[C@@H]2OC[C@@H]3n2nnnc2Oc2ccc(-n3cncn3)cc2)cc(OC)c1	16%
CCC[C@H]1[C@@H](NS(=O)(=O)c2c(C)cc(C)cc2C)CC[C@@]23CCCN2C(=O)CCC[C@@H]13	1%
CC1=C[C@@H](CNC(=O)c2cccc(F)c2)[C@H](C(C)C)C[C@H]1CC(=O)NCc1cccnc1	5%
CC(C)C(=O)N1CCC(COc2ccc3c(cnn3CC[S+](C)(=O)[O-])c2)CC1	0%[176 µM]
Cc1ccc2nc([C@H]3CCN(Cc4ccc(C(F)(F)F)cc4)C3)[nH]c2c1	?
CC(=O)Nc1ccc(NC(=O)Cn2cccc2-c2nc(-c3ccccc3)no2)cc1	6%
CC(=O)N1CCC(N2CC[C@H](CO)[C@H](NC(=O)C3CC3)C2)CC1	17%
Cc1cc(Br)c2nc(-c3cccc(Br)c3)c(Cc3cccc(Cl)c3)n2c1	?
CCN1CC(NC(=O)c2cccc(S(=O)(=O)N(C)CCO)c2)CC1=O (stereo unspecified)	59%[activator]
CN1CC2(CCCN(C(=O)c3conc3-c3ccccc3)CC2)OC1=O (stereo unspecified)	19%
COc1cccc(CN2C(=O)CCCCC2C(=O)NC2CCCCCC2)c1 (stereo unspecified)	9%
CCNC(=O)N1CC(Oc2cccc(-c3nc(C)no3)c2)C1	23%

Continued.
SMILES	12-LOX inh
CCc1nc2c(c(-c3ccc(Cl)cc3)n1)CN(Cc1cccc(OC)c1)CC2	31%
CCn1cc(-c2ccccc2)cc1C(=O)NC(C)c1cccnc1 (stereo unspecified)	39%[activator]
O=C(N[C@H]1[C@H](O)[C@H](O)C[C@@H]1c1cccnc1)c1ccccc1	19%[176 µM]
CC(C)C[C@@H](NC(=O)[C@@]1(O)C[C@@H](O)[C@H](O)[C@@H](NC(=O)c2ccc(F)c(Cl)c2)C1)C(N)=O	56%[activator]
CC(C)(C)CC(=O)N[C@H]1C[C@H]2C(=O)Nc3ccccc3C(=O)N2C1	20%[176 µM]
CCC1(O)CCC12CCN(C(=O)C1CCC1)CC2 (stereo unspecified)	57%[activator]
Cc1ccc(C(=O)N2CCC(n3cc(-c4nc(C)no4)nn3)C2)c(C)c1 (stereo unspecified)	?
COc1ccc(CC(=O)NC2CCN(c3cc(-c4ccc(Cl)cc4)[nH]n3)CC2)cc1OC	-1%
COc1ccc(C2Cn3cnc(C(=O)N4CCC(C(=O)Nc5cccc(Cl)c5)CC4)c3CO2)cc1 (stereo unspecified)	13%
O=C(c1cccc(Cl)c1)N1CCC2(CC1)CC(O)CCO2 (stereo unspecified)	16%
O[C@]1(c2ccccc2)CCN(Cc2ccncc2)C[C@H]1N1CCCC1	219%[activator]
N[C@H]1CN(C(=O)C2CCN(C(=O)c3ccccn3)CC2)C[C@@H]1C1CC1	0%
Cc1ccc(C)c(S(=O)(=O)N2CCCC(Cn3c(C4CC4)nc4cccnc43)C2)c1 (stereo unspecified)	21%
Cc1cnn(CCC(=O)N[C@@H]2CN(Cc3ccccc3)C[C@H]2CN(C)C)c1	52%[activator]
O=C1c2cnc(-c3cccc(C(F)(F)F)c3)nc2OCCN1Cc1ccccc1	-1%[176 µM]
Cc1cc(=O)oc2cc(OCc3c(F)cccc3Cl)ccc12	9%
Cc1cc(C)c(CNC(=O)C2CCCN(c3cnn(Cc4ccccc4)c(=O)c3)C2)c(C)c1 (stereo unspecified)	-3%
C=CCNC(=O)N[C@H]1CCN(C(=O)CSC)[C@@H]1C(=O)N1CCC[C@@H]1C(N)=O	19%[176 µM]
COc1cccc(Nc2ccc3c(n2)C(C)(C(=O)NC2CCC2)CN(C)C3)c1 (stereo unspecified)	?
CC(C)c1ccc(OCC(=O)c2ccc3c(c2)N(CCCC(=O)N2CCOCC2)C(=O)CO3)cc1	?
CN(C(=O)CN1C(=O)NC2(CCOCC2)C1=O)C1CCCCC1	6%
CCC1Oc2ccc(NC(=O)C(CC)c3ccccc3)cc2CN(Cc2ccc(OC)cc2)C1=O (stereo unspecified)	?
O=C1C(N2CCN(S(=O)(=O)Cc3ccccc3F)CC2)CCN1Cc1ccccn1 (stereo unspecified)	60%[activator]
COc1ccc(NC(=O)Nc2cccc(-c3ccc(N4CCCCC4)nn3)c2)c(OC)c1	37%[activator]
COc1ccc(C(=O)N2CCN(C(C(=O)O)c3cccc(O)c3)CC2)cc1 (stereo unspecified)	-1%

Next structures.
SMILES	12-LOX inh
CCCN1CCc2[nH]cnc2C12CCN(C(=O)CC1C=CS(=O)(=O)C1)CC2 (stereo unspecified)	21%
COc1ccc(-c2ccc3c(c2)C(=O)N2CCN(C(=O)c4cccc(F)c4)C[C@@H]2C(=O)N3)cc1	-5%
O=C(c1ccc(OC(F)(F)F)cc1)N1CCC(n2cc(-c3nc(C4CC4)no3)nn2)C1 (stereo unspecified)	11%
CCN(Cc1ccccc1)c1ncncc1-c1nc(-c2ccccc2)no1	49%[activator]
Cc1cccc(C(=O)N2CCC3(CC2)c2nc[nH]c2CCN3CC(C)C)n1	23%
Cc1[nH]nc2c1C(c1ccc(Br)cc1)N(Cc1ccccc1)C2=O (stereo unspecified)	-13%
Cc1ccc(C)c(S(=O)(=O)N2CCC(CC(=O)NCc3ccccc3)C2)c1 (stereo unspecified)	40%[activator]
CCn1nccc1C(=O)N1CCC(c2noc(COc3ccc(F)cc3)n2)C1 (stereo unspecified)	87%[activator]
O=C(N[C@H](Cc1ccccn1)C1CC(O)C1)c1cccc(-n2cnnc2)c1 (stereo partly specified)	11%
Cn1ccnc1CNCC1(COc2cccnc2)C[C@@H](O)[C@@H](O)C1 (stereo partly specified)	17%
O=C(C1CCCC1)N1CCC2(CC1)CC(Cc1ccccc1)=NO2	5%[6.33 µM]
Cc1cnn(C2(C(=O)O)CCN(C(=O)c3ncoc3C)CC2)c1	7%
CCCCS(=O)(=O)N1CCC2(CCC(=O)N(Cc3ccccc3)C2)CC1	6%
Cc1ccc(C(=O)N2CCCCCCn3c(nnc3-c3ccc(F)cc3)CC2)cn1	20%
O=C(COc1ccccc1)N1CCCC(c2noc(COc3ccccc3)n2)C1 (stereo unspecified)	41%[activator]
CC(C)C(=O)OCCc1ccccc1	7%[176 µM]
COc1ccc(CCC(=O)N[C@@H]2CN(S(C)(=O)=O)C[C@H]2CN(C)C)cc1	48%[activator]
O=C(O)C[C@@H]1CCN(C(=O)COc2ccccc2)C[C@@H]1CCN1CCN(c2ccc(F)cc2)CC1	16%
COc1ccc(NC(=O)c2nc(C(O)c3ccccc3F)oc2C)cn1 (stereo unspecified)	8%[176 µM]
C[C@@H](c1ccccc1)N1C(=O)[C@@H]2CN(C(=O)CSc3ccncc3)CCN2C1=O	?
CCCCCCCc1ccc(CCc2cccc(O)c2C(=O)O)cc1	-9%[57.4 µM]
Cc1cnc(CC2CCN(S(=O)(=O)c3ccccc3)C2)n1C(C)C (stereo unspecified)	30%
CC(C)C(=O)N1CCCCCCNC(=O)[C@@H]2C[C@@H](C(=O)N3CCN(c4ccccn4)CC3)C[C@@H]21	28%
CN1CCCn2nc(C(=O)N(C)Cc3nc4ccc(Cl)cc4[nH]3)cc2C1	26%
Cc1noc(C)c1-c1cc(-c2cccnc2)cn2cncc12	22%[176 µM]

New compounds follow.
SMILES	12-LOX inh
COc1ccccc1C(=O)NC1CCN(c2cc(-c3ccc(Cl)cc3)[nH]n2)CC1	?
C[S+](=O)([O-])N1CCCC(c2nnc3n2CCNC3)C1 (stereo unspecified)	?
COC(=O)[C@@H]1Cc2c([nH]c3ccccc23)[C@H]2C[C@H](NCCc3cnc[nH]3)C[C@@H](c3ccccc3F)N21	1%
CCN(C1CCOCC1)C1CN(C(=O)c2cccnc2)C1	11%
COc1ccc(-c2cnc(Nc3ccc(CN4CCN(C)CC4)cc3)c3c2CCO3)cn1	-8%[176 µM]
COCCNC(=O)[C@@H]1CCC[C@@H](NC(=O)C2CC2)CN(C)C(=O)C1	23%[176 µM]
CCCNC(=O)Cc1csc2nc(C)c(-c3cc(C)n(-c4ccc(C(C)C)cc4)n3)c(=O)n12	30%[activator]
O=C(NCc1cc(F)cc(F)c1)[C@H]1CN(Cc2ccccc2)C[C@H]1C(=O)O	-19%
CCN1C(=O)CCN(C(=O)c2ccc3[nH]ccc3c2)CC12CCOCC2	25%
CCc1nc(-c2c3n(c(=O)n(Cc4ccc(OC)c(F)c4)c2=O)CCCCC3)no1	19%
O=C(NCc1cccc(F)c1)c1ccc2nccn2c1	9%[176 µM]
CCN(CC)[C@H]1[C@@H]2OC[C@@H](O2)[C@@H](NCc2ccccc2OC)[C@@H]1O	10%[176 µM]
Cc1ccccc1-c1nn(-c2ccc(F)cc2F)cc1CN1CCC[C@@H]1C(N)=O	15%
O=C(Nc1ccccc1F)N1CC(c2nnc(-c3ccncc3)o2)C2(CCOCC2)C1 (stereo unspecified)	55%[activator]
CCC1(CC)CCN(C(=O)C2CCC(=O)N(Cc3ccccc3OC)C2)C1 (stereo unspecified)	24%
COc1ccc(-c2ccc3c(c2)C(=O)N2CC[C@H](NC(=O)CSC)[C@H]2C(=O)N3)cc1	-6%[176 µM]
COc1ccc(C(=O)N2CCC3(CC2)OC(=O)N(Cc2ccccc2)C3(C)c2cccnc2)cc1 (stereo unspecified)	40%[activator]
CCc1ccc(S(=O)(=O)N(C)CC2CCOC2)cc1 (stereo unspecified)	-1%
COCc1cc(N2CCN(C(=O)OC(C)(C)C)C[C@@H]2C)ccc1N1CC[C@@H](O)C1	?
O=C(NC1CCCCC1)N1CCC(c2nnc3n2CCNC3)CC1	13µM*
CC[C@@]1(O)CCN(C(=O)c2ccc(CSc3ccccc3)o2)C[C@H]1O	9%
COc1ccc(-c2cnc3[nH]cc(CC(=O)N(C)C)c3c2)cc1	-3%[176 µM]
NC(=O)C1CCC(=O)N1C1CCNCC1 (stereo unspecified)	45%[activator]
CC(C)N1Cc2cc(C(=O)NC3CCN(Cc4ccccc4)CC3)sc2C1	315%[activator]
COCC1CN(C)CC12CCN(C(=O)CCc1cccc(OC)c1)CC2 (stereo unspecified)	11%
N#Cc1ccc(C(=O)Nc2ccc([C@H]3OCC(=O)N(Cc4cccnc4)[C@@H]3CO)cc2)cc1	-15%
COCCNc1nc2cc(C(=O)N3CC[C@H](CO)[C@@H](O)C3)ccc2n1C	20%
